High-throughput results as filed in PubChem.
USP1 inh = USP1/UAF1 (human) deubiquitinase inhibition; recombinant USP1/UAF1, Ub-Rhodamine cleavage fluorescence; Potency, µM (doses to about 57.1 µM), inactives show at the highest dose activity change, negative = inhibition, actives largely listed as inhibitors; 390,000 compounds, 0.23% hits; AID 743255; note: potency is the fitted concentration of half-maximal effect; % is set by controls: 0 for no effect and ±100 for the full control effect; nearly all actives have a fitted effect of over 60% in size; inactives centre near -12
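In this screen, compounds sit with the deubiquitinase complex (1nM) for 15 min at room temperature before Ub-Rho is added at 150nM final. Fluorescence rise is then followed for 6 reads every 60 seconds.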
PI4K2A inh = blocks human PI4K2A kinase activity; AID 1346378; Q9BTU6; 420,000 compounds, 0.13% hits; activity change, negative = inhibition, % at 76.9 µM; purified PI4K2A, ADP-Glo luminescence, 1 h; hits give low values; in the data active = activity change below about -50%; inconclusive = mostly about -30% to -49%;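 note: -100% = wells without enzyme as full effect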
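In this quantitative HTS, ADP production by PI4K2A was quantified luminescently after 1 h at ambient temperature; 100 microM adenosine served as plate-quality control.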
Vif-APOBEC3G blk = Vif-A3G binding inhibition. Q9HC16. HeLa A3G-eYFP + Vif (tagged APOBEC3G with the HIV-1 protein that degrades it), YFP fluorescence, overnight. Potency, µM (titrated, usually from 46.1 µM), inactives show at the highest dose activity, negative = active, most hits filed as inhibitors. 410,000 compounds, 0.076% hits. AID 602310;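 note: potency is the fitted concentration of half-maximal effect; % is set by controls: 0 for no effect and ±100 for the full control effect; nearly all actives have a fitted effect of over 60% in size; hits raise eYFP signal because A3G escapes Vif-driven loss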
Target sequence (Q9HC16 whole entry, looked up): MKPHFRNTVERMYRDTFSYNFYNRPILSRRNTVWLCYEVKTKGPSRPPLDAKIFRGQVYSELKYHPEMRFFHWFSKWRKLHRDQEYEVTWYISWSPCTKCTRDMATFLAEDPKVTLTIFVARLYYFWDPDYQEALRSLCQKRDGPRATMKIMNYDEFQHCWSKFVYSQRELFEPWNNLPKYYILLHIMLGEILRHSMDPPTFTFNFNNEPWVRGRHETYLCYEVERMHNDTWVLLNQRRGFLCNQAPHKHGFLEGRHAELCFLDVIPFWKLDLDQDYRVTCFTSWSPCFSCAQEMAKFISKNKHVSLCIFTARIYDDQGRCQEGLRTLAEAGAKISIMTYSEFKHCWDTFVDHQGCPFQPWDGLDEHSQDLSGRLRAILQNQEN
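Read-out is eYFP fluorescence (Ex 488/Em 500-530) from Vif-expressing HeLa A3G-eYFP cells; more signal means A3G escaped Vif-mediated degradation. Cells plated overnight, compound pinned in, incubated overnight at 37 deg C.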
TrxR1 substrate = substrates of rat thioredoxin reductase 1; O89049; purified TrxR1 substrate turnover, NADPH consumption readout; Potency, µM (top dose mostly 114 µM), for the others: top-dose activity change, negative = substrate turnover; 390,000 compounds, 0.01% hits; AID 588456; note: potency is the fitted concentration of half-maximal effect; % is set by controls: 0 for no effect and ±100 for the full control effect; nearly all actives have a fitted effect of over 50% in size
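Rat TrxR1, dispensed at 90 nM, was prereduced with 400 uM NADPH (final) for 5 min at ~22 deg C, then incubated with compound 15 min before 400 uM selenite. A first-read NADPH fluorescence drop versus no-compound background flagged substrates.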
RXFP1 ag = RXFP1 (human) receptor agonism. Q9HBX9. HEK293T-RXFP1 cAMP TR-FRET, 30 min; response scale: percent of porcine relaxin response, buffer zero. Potency, µM (titrated, usually from 57.5 µM), for inactives: at the highest dose activation, most hits filed as activators. 370,000 compounds, 0.3% hits; note: potency is the fitted concentration of half-maximal effect; % is set by controls: 0 for no effect and ±100 for the full control effect; nearly all actives have a fitted effect of over 60% in size; many of its hits are not listed in these tables
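HEK293 cells stably expressing RXFP1, treated 30 min at 37C with compounds plus PDE4 inhibitor Ro 20174; cAMP measured by HTRF TR-FRET. Normalized to buffer and 29 nM porcine relaxin; EC50 by Hill fit.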
mIDH1 inhibitor = blocks human mutant IDH1 R132H enzyme; O75874; IDH1-R132H enzyme, NADPH consumption, diaphorase/resazurin fluorescence; Potency, µM (series often up to 76.6 µM), for inactives: at the highest dose activity change, negative = inhibition, actives largely listed as inhibitors; 390,000 compounds, 0.093% hits; AID 602179; note: potency is the fitted concentration of half-maximal effect; % is set by controls: 0 for no effect and ±100 for the full control effect; nearly all actives have a fitted effect of over 65% in size
Target sequence (O75874 whole entry R132H, stated change not applied): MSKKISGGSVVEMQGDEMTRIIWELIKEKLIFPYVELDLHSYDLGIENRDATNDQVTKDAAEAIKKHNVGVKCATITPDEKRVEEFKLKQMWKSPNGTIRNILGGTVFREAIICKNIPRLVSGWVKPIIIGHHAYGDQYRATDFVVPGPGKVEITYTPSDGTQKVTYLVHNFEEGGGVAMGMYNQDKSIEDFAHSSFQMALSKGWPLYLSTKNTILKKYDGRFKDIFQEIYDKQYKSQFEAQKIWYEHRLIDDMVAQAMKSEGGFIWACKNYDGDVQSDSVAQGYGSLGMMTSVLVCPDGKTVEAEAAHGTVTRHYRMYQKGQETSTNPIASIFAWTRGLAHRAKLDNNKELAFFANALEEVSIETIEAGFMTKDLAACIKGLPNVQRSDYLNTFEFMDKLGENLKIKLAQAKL
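IDH1-R132H (0.5 ug/mL dispensed) in pH 7.5 Tris buffer was preincubated 30 min with compound, then given a substrate mix of 0.016 mM NADPH and 2 mM alpha-KG for 80 min at room temperature; remaining NADPH was read by diaphorase/resazurin fluorescence.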
GRP78 ERSR act = ER stress response induction in glioma; U87-MG GRP78 promoter luciferase reporter, 16 h; Potency, µM, inactives show at the top dose activation, hits mostly activators; 420,000 compounds, 0.02% hits; note: potency is the fitted concentration of half-maximal effect; series mostly up to about 76 µM; % of control where 0% means no effect; nearly all actives have a fitted effect of over 35% in size
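Stably transfected U87-MG glioma cells carrying a GRP78-based luciferase sensor; 16 h compound incubation. Luminescence end-point read 10 min after Bright-Glo addition at room temperature.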
LDHA inh = inhibitors of human lactate dehydrogenase A. P00338. purified LDHA, NADH/diaphorase-resazurin fluorescence; hits give low values. activity change, % (values are at about 110 or 230 µM). 480,000 compounds, 0.15% hits. AID 1347041; in the data active = activity change below about -30%; inconclusive = mostly about -25% to -30%;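 note: plate controls were DMSO wells for no effect and wells without enzyme for full effect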
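Resorufin fluorescence (ex540/em590), read at 0 and 20 min after diaphorase/resazurin addition, reports the NADH left after a 5 min room-temperature reaction of 2 nM human LDH5 with 0.06 mM NADH and 0.2 mM pyruvate.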
Vif-APOBEC3F blk = inhibitors of Vif-A3F interaction; HeLa A3F-eYFP + Vif (tagged APOBEC3F with the HIV-1 protein that degrades it), YFP fluorescence increase; Potency, µM (series often up to 46.1 µM), for inactives: at the highest dose activity, negative = active; 390,000 compounds, 0.2% hits; AID 602313; note: potency is the fitted concentration of half-maximal effect; % of control where 0% means no effect; nearly all actives have a fitted effect of over 65% in size
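Fluorescence increase (Ex 488/Em 500-530) after overnight compound treatment at 37 deg C flags inhibition of Vif-driven A3F-eYFP loss in stable HeLa A3F-eYFP/Vif cells seeded overnight beforehand.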
An asterisk follows results filed as active; u = inconclusive; x = not tested or not shown; & = joins results of further samples; [ ] = remark or other dose. Unless noted, calls come from the whole dose curve; as a rule, active = well fitted curve in the direction sought with a large enough effect; inconclusive = small, poorly fitted or top-dose-only effect, or another doubt; inactive = no such curve, though single readings can be large; an effect the other way counts as inactive or inconclusive. Only part of the results is shown; the hit share may differ from the screen's.

Every second line gives: USP1 inh	PI4K2A inh	Vif-APOBEC3G blk	TrxR1 substrate	RXFP1 ag	mIDH1 inhibitor	GRP78 ERSR act	LDHA inh	Vif-APOBEC3F blk
COCCNc1ncnc2c1ncn2[C@H]1CN(Cc2ccc(F)cc2)C[C@@H](CO)O1
  x	3	4%	x	x	x	3%	-5	x
CC(NC=C1C(=O)OC(C)(C)OC1=O)C(=O)O (configuration not stated)
  -22%	-2	1%	0%	-0.9%	4%	4%	-3	2%
CN(C)C(=O)N1CCCC(C(=O)NCc2ccccc2Cl)C1 (configuration not stated)
  -2%	4	0%	9%	0.0%	0%	-3%	-8	-9%
Cc1cc(C)n(-c2nc3ccccc3c(=O)n2OCC(=O)OCc2ccccc2)n1
  2%	7	1%	7%[57.1 µM]	0.4%	6%	18%	0	1%
c1ccc2c(-c3cc(NCc4ccncc4)n4nccc4n3)cccc2c1
  x	2	-1%	x	x	x	-3%	-5	x
CCc1ccc(C(=O)C(C)OC(=O)c2nn(C)c(=O)c3ccccc23)cc1 (configuration not stated)
  -5%	-2	-3%	-10%	0.8%	3%	-2%	-4&2	8%
Cc1nn2c(C)c(C(=O)N3CCN(c4ccccc4)CC3)cnc2c1-c1ccccc1
  -5%	-1	-6%	3%[57.1 µM]	1.3%	-13%	-1%	-4	-5%
C[C@H](CO)N1C[C@H](C)[C@@H](CN(C)Cc2cccc(F)c2)Oc2cc(-c3cccc(C#N)c3)ccc2S1(=O)=O
  -18%	-5	1%	x	x	-3%	-3%	-1	6%
Cc1ccccc1OCC(=O)NCCCNC(=O)c1ccco1
  -3%	-4	0%	6%[57.1 µM]	1.5%	6%	0%	-6	8%
CCn1c(CNC(=O)c2cc(OC)c(OC)c(OC)c2)cc2ccccc21
  -13%	2	-3%	-3%	1.7%	0%	-4%	-4	1%
CCC(CO)Oc1cc(NCc2ccc(Cl)cc2)c2ncn(C(C)C)c2c1 (configuration not stated)
  -14%	-7	-17%	1%	x	-25%	-3%	19	-8%
Cc1ccc(-n2nc(C(=O)NCc3ccc(C)o3)c3c4ccccc4n(C)c3c2=O)cc1
  -1%	2	-1%	17%[57.1 µM]	0.7%	3%	-3%	-5	1%
COC(=O)c1[nH]c2ccccc2c1NC(=O)/C=C/c1ccc2c(c1)OCO2
  -7%	-12	-2%	-4%	0.0%	0%	-2%	0	5%
COc1ccc(CNC(=O)CN(C(=O)CCC(=O)Nc2ccccn2)c2cccc(C)c2)cc1
  -9%	2	-3%	3%	-2.1%	0%	-3%	-4	10%
CCOc1ccccc1C1C(C#N)=C(N)SC(N)=C1C#N
  u	3	-30%	-4%[57.1 µM]	11%	8%	-4%	17	u
COc1ccc(CN(C(=O)c2ccc(OCC(C)C)cc2)C2CCS(=O)(=O)C2)cc1 (configuration not stated)
  2%	-4	-2%	-12%	-1.3%	3%	-3%	0	-2%
CC(C)NC(=O)c1onc(CSc2ccncc2)c1C(=O)NC(C)C
  -32%	1	0%	10%[57.1 µM]	x	-1%	-4%	-2	1%
CN(c1ccccc1C(=O)Nc1cccc([N+](=O)[O-])c1)S(C)(=O)=O
  -11%	0	0%	6%	1.4%	3%	4%	-4	0%
O=C(CSc1nc2c(sc3ccccc32)c(=O)n1CCCN1CCCC1)NCc1ccco1
  -22%	-13	3%	4%[57.1 µM]	2.5%	0%	-3%	-1	u
COc1ccccc1CNC(=O)COC(=O)CCN=C1NS(=O)(=O)c2ccccc21
  -15%	4	0%	-2%	0.0%	3%	-2%	-5	2%
CC(=NNC(=O)c1ccc(NS(=O)(=O)c2cccs2)cc1)c1ccc(OCC(N)=O)cc1
  -16%	5	0%	-15%	x	-3%	1%	-9	-1%
CC12C(=O)N(c3ccc(OC(=O)c4ccco4)cc3)C(=O)C1C1c3ccccc3C2c2ccccc21 (configuration not stated)
  -17%	-1	-2%	-1%	5.8%	3%	2%	-3	3%
COc1ccc2c(c1)c1nnc(SCC(=O)Nc3ccccc3F)nc1n2C
  u	1	1%	-3%	3.3%	-4%	-5%	-2	3%
CN(c1cccc(NC(=O)c2cccc([N+](=O)[O-])c2)c1)S(C)(=O)=O
  -27%	3	0%	2%	4.2%	-3%	2%	1	-2%
COc1cccc2cc(C(=O)n3ccc(C)n3)c(=O)oc12
  -11%	2	3%	10%[57.1 µM]	0.6%	4%	-1%	-1	7%
COc1cc(S(=O)(=O)NC2CCCC2)c(OC)cc1Cl
  -7%	0	-1%	4%	-1.8%	0%	-5%	-8	1%
COc1cc(C(=O)N2CCN(S(=O)(=O)c3ccc(C)cc3)CC2)ccc1OCc1c(C)noc1C
  -10%	4	2%	2%	3.0%	1%	-2%	6	-4%
Cc1ccc(NC(=O)N2CCCN(Cc3ccc(F)cc3)C2)cc1C
  -23%	-13	1%	-1%	8.9%	-4%	-8%	-9	1%
CC(=O)Nc1ccc(NC(=O)COC(=O)c2cc(S(=O)(=O)N3CCCC3)ccc2O)cc1
  5%	-2	2%	-3%	x	-3%	-1%	-2	0%
Cc1cc(C(=O)Nc2ccc(Cl)cc2)c2ccccc2n1
  -23%	-18	-18%	4%	-4.0%	-8%	-3%	-2	u
Cc1coc2cc3oc(=O)cc(C)c3cc12
  5%	-3	-1%	10%	0.6%	0%	2%	-7	-13%
CC(NC(=O)C(c1ccccc1)c1ccccc1)c1ccc(S(N)(=O)=O)cc1 (configuration not stated)
  -24%	-3	-5%	0%	-0.5%	-11%	-7%	-8	5%
Cc1ccccc1NC(=O)Cc1nc(COC(=O)COc2ccc(C(C)(C)C)cc2)cs1
  -22%	-5	1%	-8%	-0.5%	-2%	-4%	-4	5%
CN1CCC(C2(O)c3ccccc3CCc3ccccc32)CC1
  -18%	5	0%	-8%	-0.2%	7%	1%	6	-1%
O=c1c(=O)n(Cc2c(F)cccc2Cl)ccn1Cc1ccccc1
  -23%	2	-4%	0%	-0.2%	-1%	-4%	3	-15%
CC(=O)OC(C)CS(=O)(=O)c1ccccc1 (configuration not stated)
  2%	3	2%	4%	-0.9%	-5%	-4%	-2	-1%
NC(=O)c1cnn(C2CCS(=O)(=O)C2)c1 (configuration not stated)
  -1%	-2	1%	-2%	-0.8%	-4%	1%	-2	0%
CCN1C(=O)CC(c2ccccc2)N(C2CCCC2)c2nc(Nc3ccc(C(=O)NC4CCN(C)CC4)cc3OC)ncc21 (configuration not stated)
  u	0	-26%	10%	x	u	-12%	-1	6%
CNC(=O)N(O)C1N(/N=C/c2ccc(N(C)C)cc2)C(=S)SC1(C)C (configuration not stated)
  -11%	4	-6%	-12%	-3.5%	4%	0%	-6	7%
NC(=S)c1cc2ccc(O)cc2oc1=O
  -9%	-21	1%	15%	13µM*	-6%	-7%	9	-13%
CCn1ncc(/C=C/C(=O)Nc2c(C)nn(CC)c2C)c1C
  -15%	4	-3%	4%	0.6%	10%	-2%	-2	11%
CC1(C(=O)OCC(=O)Nc2cc(S(=O)(=O)N3CCOCC3)ccc2Cl)CC1(Cl)Cl (configuration not stated)
  -22%	-2	-5%	1%	x	2%	-3%	0	0%
Nc1c(C(=O)Nc2ccccc2)sc2nc3c(c(-c4ccco4)c12)CCC3
  -3%	-23	1%	-9%	5.7%	2%	-1%	8	-19%
Cc1ccc(C)c(NC(=O)CSc2nnc(-c3ccco3)o2)c1
  u	7	-6%	-1%	0.0%	5%	-1%	-9	2%
COC(=O)c1cc2sccc2n1CC(=O)Nc1ccc(OC)c(OC)c1OC
  3%	-10	-4%	14%	1.0%	6%	-3%	0	-1%
COc1ccc(-c2cnc(C(O)c3ccc(C(C)(C)C)cc3)[nH]2)cc1 (configuration not stated)
  x	-5	-3%	x	x	x	1%	0	x
CCOC(=O)N1CCN(C(=O)C(CC(C)C)NS(=O)(=O)c2ccc3c(c2)oc(=O)n3C)CC1 (configuration not stated)
  -14%	-1	1%	7%	0.5%	-4%	0%	-8	8%
Cc1cc(=O)oc2cc(NC(=O)COc3cccc(C(F)(F)F)c3)ccc12
  -3%	-1	-15%	79%[activator]	u	6%	6%	0&4	-10%
Cc1ccc(NC(=O)Nc2nnc(CSCCOc3ccc(Cl)cc3)s2)cc1
  -20%	4	1%	2%[57.1 µM]	1.3%	5%	-4%	-5	0%
Cc1oc(-c2cccs2)nc1CS(=O)CC(=O)NCc1ccc2c(c1)OCO2 (configuration not stated)
  -7%	1	0%	5%	-1.5%	-7%	2%	-8	3%
Cc1nnc(C)c2c(C)n(Cc3ccc4c(c3)OCO4)c(C)c12
  u	-3	4%	8%	0.4%	4%	-4%	0	-5%
CC(=O)N(Cc1cc(=O)[nH]c2ccccc12)c1ccccc1
  -10%	7	1%	12%[57.1 µM]	0.4%	11%	-3%	-8	-3%
CN(CC(=O)NCCc1ccc(S(N)(=O)=O)cc1)S(=O)(=O)/C=C/c1ccccc1
  -20%	-5	-4%	0%	-1.7%	0%	-3%	-5	0%

Arranged by count of non-hydrogen atoms (low to high): part of the list above.
Every second line gives: USP1 inh	PI4K2A inh	Vif-APOBEC3G blk	TrxR1 substrate	RXFP1 ag	mIDH1 inhibitor	GRP78 ERSR act	LDHA inh	Vif-APOBEC3F blk
COc1cccc2cc(C(=O)n3ccc(C)n3)c(=O)oc12
  -11%	2	3%	10%[57.1 µM]	0.6%	4%	-1%	-1	7%
CN(c1ccccc1C(=O)Nc1cccc([N+](=O)[O-])c1)S(C)(=O)=O
  -11%	0	0%	6%	1.4%	3%	4%	-4	0%
Cc1ccc(NC(=O)Nc2nnc(CSCCOc3ccc(Cl)cc3)s2)cc1
  -20%	4	1%	2%[57.1 µM]	1.3%	5%	-4%	-5	0%
